SUMO1-SIM PPI = SUMO1-SIM interaction modulation | P63165 | SUMO1 binding to a labelled peptide, TR-FRET, 1 h | inhibition, % at 20 µM | actives 0.33% (n = 360,000) | AID 602429; in the data active = inhibition above about 37%
Target sequence (P63165 whole entry, looked up): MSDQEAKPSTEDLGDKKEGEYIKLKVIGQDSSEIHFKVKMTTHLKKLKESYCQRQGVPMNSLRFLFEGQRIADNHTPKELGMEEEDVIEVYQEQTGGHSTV
NadD inh = NadD (S. aureus) enzyme inhibition | purified NadD enzyme, colorimetric absorbance read-out | inhibition, % at 20 µM | actives 0.78% (n = 360,000); in the data active = inhibition above about 26%; note: some compounds past the cut are filed as inactive
Neddyl block = inhibitors of human cullin neddylation | actives 0.58% (n = 360,000) | TR-FRET cullin neddylation, biochemical | AID 651699 | calls only at 25 µM; in the data active = inhibition above about 36%
LMPTP block = blocks human LMPTP phosphatase | recombinant LMPTP-A, OMFP fluorogenic substrate, fluorescence intensity | inhibition, % at 20 µM | actives 0.22% (n = 360,000) | AID 651560;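 active = compounds that cut the enzyme signal by at least half of the control window in the single-dose screen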;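 note: plate controls were DMSO wells with enzyme plus substrate for no effect and substrate without enzyme for full effect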
Target sequence (P24666 whole entry, looked up): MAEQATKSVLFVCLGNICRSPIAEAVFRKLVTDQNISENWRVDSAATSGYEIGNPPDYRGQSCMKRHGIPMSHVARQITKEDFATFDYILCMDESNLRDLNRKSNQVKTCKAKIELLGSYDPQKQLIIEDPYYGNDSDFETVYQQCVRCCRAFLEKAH
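material = LMPTP-A | quantity = 0.625 nM enzyme | reagent = OMFP substrate, 400 µM final | buffer or medium = Bis-Tris pH 6.0, DTT, detergent | detection = endpoint fluorescence intensity from OMFP dephosphorylation | dosing = single 20 µM dose | read-out basis = % inhibition relative to no-enzyme and uninhibited control wells | control set = no-enzyme and uninhibited controls | timing = 50 min at room temperature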
SKN-1 block = blocks SKN-1 activity in C. elegans; AID 624304; C. elegans VP596 Pgst-4::GFP/RFP ratio, acrylamide-induced, 24 h; inhibition, % at 21.8 µM; actives 0.49% (n = 360,000);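 active = interference check ratio from 0.5 to 1.5 plus GFP to RFP signal ratio inhibition reaching or exceeding a fixed threshold, cut at about 30% in these data, passing the limit was not always enough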; note: some compounds called inactive have numbers as strong as hits
DNMT1 block = blocks human DNA methyltransferase DNMT1. actives 0.83% (n = 360,000). DNMT1 molecular beacon, Hinp1I cleavage, fluorescence. inhibition (reported as % activation of signal), % at 10 µM. P26358; in the data active = inhibition above about 50%
Scp1 inh = inhibitors of human Scp-1 phosphatase. Recombinant Scp1, phosphopeptide, malachite green phosphate absorbance. actives 0.88% (n = 340,000). inhibition, % at 20 µM. Q9GZU7;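 active = inhibition above about 50% at 20 µM, limit read from the data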;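 note: plate controls were DMSO wells with enzyme for no effect and wells lacking enzyme for full effect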
Target sequence (Q9GZU7 76-261 limits assumed): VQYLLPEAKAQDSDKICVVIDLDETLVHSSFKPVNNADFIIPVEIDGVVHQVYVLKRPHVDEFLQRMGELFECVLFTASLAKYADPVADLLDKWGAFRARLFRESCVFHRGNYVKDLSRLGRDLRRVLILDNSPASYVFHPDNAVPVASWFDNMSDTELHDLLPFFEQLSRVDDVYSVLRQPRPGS
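Material: truncated SCP-1 phosphatase (76-261aa) / Buffer or medium: 50 mM Tris acetate pH 5.5, 0.005% Tween-20, 10 mM MgCl2 / Compound dosing: one concentration, 20 µM, with 1.0% DMSO / Incubation: 45 min room-temperature reaction, 5 min colour, 30 min stabiliser / Detection: colorimetric free-phosphate detection, absorbance 630 nm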
Tb MetRS inh = Trypanosoma brucei MetRS inhibition | purified T. brucei MetRS, ATP depletion, Kinase-Glo luminescence | inhibition, % at 11.9 µM | actives 0.4% (n = 360,000) | AID 624268;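 active = inhibition above a per-plate cutoff of the control wells' mean inhibition plus 3 SD, cut at about 5.5% in these data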;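 note: 0% = DMSO wells median and 100% = median of wells with control inhibitor compound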
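Dosing: 11.9 µM compound single dose, 0.9% DMSO; Assay system: purified T. brucei MetRS enzyme; Measured by: Kinase-Glo luciferase luminescence reporting remaining unconsumed ATP; Schedule: 15 min plus 2 h at 25 °C.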
STEP block = inhibitors of human striatal-enriched phosphatase STEP. P54829. recombinant STEP, OMFP fluorogenic substrate, fluorescence. inhibition, % at 20 µM. actives 0.25% (n = 360,000);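 active = inhibition at 20 µM, scaled per plate between control wells, above about 37%, limit read from the data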;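 note: 0% = DMSO with enzyme and substrate and 100% = substrate only without enzyme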
Target sequence (P54829 whole entry, looked up): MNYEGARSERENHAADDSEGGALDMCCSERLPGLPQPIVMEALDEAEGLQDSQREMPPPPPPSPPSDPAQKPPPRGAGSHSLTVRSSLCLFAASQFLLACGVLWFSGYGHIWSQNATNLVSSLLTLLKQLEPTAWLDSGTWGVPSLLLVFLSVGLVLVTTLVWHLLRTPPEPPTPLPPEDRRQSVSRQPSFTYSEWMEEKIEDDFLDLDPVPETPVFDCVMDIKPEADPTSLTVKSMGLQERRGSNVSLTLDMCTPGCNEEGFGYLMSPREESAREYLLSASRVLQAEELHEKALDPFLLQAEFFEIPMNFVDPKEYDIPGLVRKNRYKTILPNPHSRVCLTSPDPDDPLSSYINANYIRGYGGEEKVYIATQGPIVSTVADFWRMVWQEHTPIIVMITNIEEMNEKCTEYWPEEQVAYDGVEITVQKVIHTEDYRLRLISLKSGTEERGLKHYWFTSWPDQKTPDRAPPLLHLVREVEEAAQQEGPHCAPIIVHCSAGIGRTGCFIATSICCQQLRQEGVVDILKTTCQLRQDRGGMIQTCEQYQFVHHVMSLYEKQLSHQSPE
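Material: STEP (striatal-enriched tyrosine phosphatase) enzyme, cell-free; Compound dosing: 20 µM single dose in 1% DMSO; Technique: fluorescence read at 480 nm ex / 540 nm em; Times: reaction 20 min, ambient temperature; Medium: 50 mM Bis-Tris pH 6.0 with 2.5 mM DTT and 0.005% Tween 20; Also added: OMFP at 25 µM.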
NRP1-CendR mod = NRP-1/CendR interaction modulation; O14786; FAM-RPARPAR peptide binding to NRP-1, fluorescence polarization; inhibition, % at 25 µM; actives 0.85% (n = 360,000);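 active = inhibition or corrected inhibition above about 18%, plus a signal ratio from 0.5 to 1.5, limit read from the data, passing the limit was not always enough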; note: strong numbers were not always called active
* marks the source's active call; other numbers are inactive results; i = inactive; . = no result given; & = joins results of further samples. No enrichment for hits; overall some 4.6% were active at least once.

no.	Compound	SUMO1-SIM PPI	NadD inh	Neddyl block	LMPTP block	SKN-1 block	DNMT1 block	Scp1 inh	Tb MetRS inh	STEP block	NRP1-CendR mod
1	Cc1c(Cl)cccc1NC(=O)CCC(=O)NNC(=O)c1ccco1	0	-3	i	1.7	-5	3	-4	-1.7	-4	-1
2	Cc1ccc2c(c1C)NC(C(=O)O)C1CC=CC21 (stereo unspecified)	86*	17	i	63*	13	103*	80*	-0.6	20	-12
3	CCn1cc(S(=O)(=O)Nc2cc(F)ccc2C)cn1	2	-3	i	0.8	-4	3	-7	2.0	1	13
4	CCCC(=O)Nc1c(-c2ccccc2)c(=O)c(C)nn1-c1ccc(C)cc1	6	-6	i	-2.0	-9	24	-3	-0.1	1	22
5	Cc1cc(C)c(OCCNC(=O)c2ccccc2Sc2ccccc2C#N)c(C)c1	0	-6	i	4.6	3	3	-4	-0.3	5	0
6	CCOc1ccc(CC(=O)Nc2cccc(-c3ccc4nnc(C)n4n3)c2)cc1	-15	2	i	0.3	-11	0	7	-0.3	0	-8
7	O=C(Nc1cc(C(F)(F)F)ccc1N1CCOCC1)C1CCCO1 (stereo unspecified)	1	-3	i	-0.3	7	1	-3	-0.2	-3	9
8	O=C(CN1C(=O)C2C3C=CC(C3)C2C1=O)N1CCc2ccccc2C1 (stereo unspecified)	6	1	i	-0.7	11	-4	-3	-0.4	0	-9
9	Cc1cc(C(=O)NNc2ccc(C(C)C)cc2)n(C(C)(C)C)n1	4	-4	i	2.1	6	0	-2	-0.8	1	-2
10	Cc1occc1-c1nnc(SCC(=O)NC2CC2)n1C	5	-3	i	0.3	-14	0	4	-0.5	-1	0
11	Cc1ccc(C(=O)Nc2ccc(N3CCN(C(=O)c4ccco4)CC3)cc2)c(Cl)c1	-2	4	i	1.9	8	-12	68*	-0.6	3	3
12	CC1CCCC(NC(=O)COC(=O)c2n[nH]c3ccccc23)C1C (stereo unspecified)	3	-5	i	1.4	-3	34	-4	-0.2	3	-10
13	CC(=O)Nc1ccc(NC(=O)CSc2nncn2C)cc1	3	5	i	-2.1	-9	0	-2	-0.1	-4	6
14	O=C1CSC(c2ccccc2)N1CC(O)c1ccc([N+](=O)[O-])cc1 (stereo unspecified)	-11	1	i	-0.7	0	-2	-5	-0.4	2	7
15	O=C(COc1ccc(Cl)cc1Cl)OCn1nnc2ccccc2c1=O	-1	-3	i	0.6	-3	2	-5	-1.4	0	1
16	CC1(C(=O)NCc2ccccc2Br)CCN1C(=O)C1(c2ccc(Cl)cc2)CC1 (stereo unspecified)	4	-3	i	4.9	6	1	.	-0.5	-3	18
17	CCCc1nc2ccc(NC(=O)c3cccs3)cc2c(=O)n1Cc1ccc(Cl)cc1	0	15	i	3.6	7	-11	6	-0.6	-2	15
18	COc1ccccc1C1/C(=C(\O)c2ccc3c(c2)OCCO3)C(=O)C(=O)N1CCCn1ccnc1 (stereo unspecified)	-7	9	i	6.8	-4	-6	-6	0.1	0	12
19	COc1cc(/C=N/N2C(C)CCCC2C)cc(OC)c1O (stereo unspecified)	2	0	i	0.2	-2	-1	-10	0.9	-1	4
20	c1ccc(-c2nc(N3CCCC3)nc3ccccc23)cc1	-8	1	i	-0.8	-1	0	1	-1.2	0	-11

Exported with values under each structure: part of the list above
Sequence of screens: SUMO1-SIM PPI, NadD inh, Neddyl block, LMPTP block, SKN-1 block, DNMT1 block, Scp1 inh, Tb MetRS inh, STEP block, NRP1-CendR mod
16. CC1(C(=O)NCc2ccccc2Br)CCN1C(=O)C1(c2ccc(Cl)cc2)CC1 (stereo unspecified)
  4, -3, i, 4.9, 6, 1, ., -0.5, -3, 18
19. COc1cc(/C=N/N2C(C)CCCC2C)cc(OC)c1O (stereo unspecified)
  2, 0, i, 0.2, -2, -1, -10, 0.9, -1, 4
11. Cc1ccc(C(=O)Nc2ccc(N3CCN(C(=O)c4ccco4)CC3)cc2)c(Cl)c1
  -2, 4, i, 1.9, 8, -12, 68*, -0.6, 3, 3

Following part
no.	Compound	SUMO1-SIM PPI	NadD inh	Neddyl block	LMPTP block	SKN-1 block	DNMT1 block	Scp1 inh	Tb MetRS inh	STEP block	NRP1-CendR mod
21	CCOC(=O)c1c(C)[nH]c(C=O)c1Cc1cccc(Cl)c1	1	-3	i	1.7	7	5	-3	-0.3	-2	4
22	CC(C)(C)NC(=O)C1CCC(CNS(=O)(=O)c2cccc3nsnc23)CC1 (stereo unspecified)	-31	-5	i	-0.7	-2	4	1	-0.6	0	6
23	O=C(NCCCO)NC(=S)c1cccc2ccccc12	-3	-7	i	0.7	-5	-4	-4	1.2	1	2
24	Cc1cc(F)ccc1C(O)c1ncc(-c2ccc(Cl)cc2)[nH]1 (stereo unspecified)	3	1	i	-0.1	18	1	.	1.0	-4	-3
25	CN1CCN(S(=O)(=O)c2cccc(C(=O)NCCOc3ccccc3)c2)CC1	4	4	i	-0.5	8	1	-6	0.0	2	0
26	CCOc1ccc(S(=O)(=O)N(C)CC(=O)NCc2ccccn2)cc1	27	4	i	-2.2	-2	2	-8	-0.4	2	4
27	CCC1CCCCN1CCNC(=O)c1[nH]c(C)c(C(C)=O)c1C (stereo unspecified)	-3	2	i	0.3	7	8	12	0.0	0	1
28	COc1ccc2cc(C(=O)NCC3CCCO3)[nH]c2c1 (stereo unspecified)	2	-3	i	-0.5	24	-1	-3	-0.7	-1	2
29	Cn1c(=O)c2c(ncn2CC(=O)OCC(=O)Nc2cc(Cl)ccc2C#N)n(C)c1=O	1	1	i	1.2	1	-4	5	-0.6	1	0
30	CCCCS(=O)(=O)CC(COc1ccccc1)OC(=O)c1ccccc1 (stereo unspecified)	-1	-1	i	2.1	-4	-4	-10	-1.0	-1	-15
31	O=C(Nc1ccc(N2CCN(C(=O)c3ccco3)CC2)cc1)c1ccc(Br)cc1	25	6	i	13	6	-11	-5	-0.2	2	-9
32	Fc1cccc(CCN2C(=S)NC[C@@H]2CC2CCCCC2)c1	5	-6	i	2.5	-10	0	1	-0.3	0	-1
33	O=C(O)Cn1c(O)c(C=Nc2ccccc2)sc1=S	-19&-16	1&2	i	0.0&-0.6	9&9	-2&-2	1&-6	0.1&-0.3	-2&0	-3&-6
34	O=C1SC(SCc2ccccc2)=N/C1=C\c1ccc(C(=O)O)cc1	-1	9	i	1.5	20	2	17	-1.1	4	-62
35	COc1cccc(CC(NC(C)=O)C(=O)NC2CCN(S(=O)(=O)c3ccc(C)cc3)CC2)c1OC (stereo unspecified)	0	2	i	0.4	0	4	13	-0.8	0	12
36	O=C1CC[C@@H](CN(Cc2ccccn2)Cc2nc(Cc3cccc(C(F)(F)F)c3)no2)N1	-4	0	i	-1.6	-11	1	-3	-0.4	4	-6
37	N#C/C(=C\c1ccc(N2CCOCC2)o1)C(=O)NCC1CCCO1 (stereo unspecified)	-28	3	i	9.5	2	11	-3	-0.3	2	-257
38	CS(=O)(=O)N(CC(=O)NCCSCc1ccccc1Cl)c1ccccc1F	-1	-5	i	-2.2	14	5	-9	0.8	0	0
39	O=[N+]([O-])c1ccc(N2CCCC2)cc1NCc1ccccc1	-19	-7	i	3.6	18	-2	-10	-1.5	4	-6
40	c1ccc(-c2nn[nH]n2)cc1	-2	-5	i	-2.8	-1	1	-13	0.7	2	-1
41	CCCC(=O)N/N=C1\CS(=O)(=O)N(C)c2ccsc21	-4	-1	i	-2.1	0	2	1	-1.6	0	-15
42	CCCCCCCNC(=O)C1(CC2CC(c3cccc(Br)c3)=NO2)CCN(C(=O)Cc2ccc(F)cc2)CC1 (stereo unspecified)	7	4	i	7.1	-2	-8	-2	0.2	5	-1
43	NC(=O)CC(NC(=O)Cc1cccc2ccccc12)c1ccc(N2CCC(N3CCCCC3)CC2)c([N+](=O)[O-])c1 (stereo unspecified)	-23	-3	i	-0.8	46*	2	-6	-0.2	-2	-6
44	Cc1ccnc(Cc2ccccc2)n1	1	-1	i	-1.9	-1	-2	-2	-0.5	-1	3
45	CCCCCCS(=O)Cc1ccccc1 (stereo unspecified)	-1	0	i	-0.5	-10	3	-2	-0.7	0	-11
46	O=C(c1cccs1)N1CCN(C(=O)c2ccco2)c2ccccc2C1	-4	-4	i	-0.9	-21	-5	-10	-0.8	-4	-9
47	CCOC(OCC)P(=O)(c1ccccc1)c1ccccc1	5	-1	i	0.0	-2	3	-7	0.2	-8	2
48	O=c1c(C/C=C/c2ccccc2)c(O)ccn1Cc1cccc(Cl)c1	5	-4	i	0.8	9	8	-17	2.5	0	-1
49	CCCCNS(=O)(=O)c1ccc(OC)cc1	1	-5	i	-0.9	-6	2	-3	-0.5	-6	5
50	OC(c1ccc(Cl)c(Cl)c1)c1ncc(-c2ccccc2F)[nH]1 (stereo unspecified)	0	-4	i	-0.8	9	4	.	0.8	-2	-1
51	CC(C)(Cc1ccc(O)cc1)NC(=O)CC(=O)N/N=C/c1ccc([N+](=O)[O-])cc1	-25	-1	i	-0.6	7	-3	-6	-0.4	-1	-8
52	Cc1ccc2nc(NC(=O)COC(=O)c3ccc(Br)o3)sc2c1	2	12	i	-1.0	6	12	8	-0.3	2	-12
53	O=C(Cc1ncc(C(F)(F)F)cc1Cl)NCc1cccnc1	2	3	i	-0.6	33	0	-4	-1.1	-3	-11
54	CCN1C(=O)[C@H]2[C@@H](c3ccc(OC)cc3)N[C@]3(CCCN(CC4CCCCC4)C3=O)[C@H]2C1=O	4	5	i	-2.2	7	6	.	-1.3	-3	-8
55	Clc1ccc(-c2nc3ccccn3c2CN2CCSCC2)cc1	0	-6	i	2.6	-8	-8	-1	0.4	-1	-1
56	O=C(c1ccc([N+](=O)[O-])s1)N1CCN(c2cccc(Cl)c2)CC1	-28	-10	i	0.7	17	-8	-5	-0.3	6	-12
57	COc1ccc(-c2ccc3c(c2)S(=O)(=O)c2cccc(C(=O)NCc4ccccc4Cl)c2C3=O)cc1OC	1	7	i	0.7	1	12	13	-0.3	7	6
58	CC(C)N(Cc1nc(-c2ccccc2)no1)C(=O)CN1C(=O)c2ccccc2C1=O	-13	-5	i	-1.6	5	0	-13	0.0	0	1
59	Cc1ccc(-c2ccc(OC(=O)c3ccc(=O)[nH]c3)c(C)c2)cc1	-6	-4	i	1.6	-7	0	-13	-1.1	-1	6
60	CCCS(=O)(=O)NC(=O)C1(C)CCCN(C(=O)c2cc(C(C)(C)C)nn2C)C1 (stereo unspecified)	-2	2	i	0.6	-10	4	.	-0.3	-3	-4
61	CCOC(=O)Cn1nnc(-c2cccc(OC)c2)n1	-1	-2	i	-1.2	-2	-1	-8	-0.3	0	-12
62	CNC(=O)c1cc(S(=O)(=O)NC2CCCCCC2)ccc1C	1	-5	i	-2.2	-12	0	-7	-0.5	2	5
63	C=CCOc1ccccc1/C=C/C(=O)O	-3	3	i	-1.2	7	-3	-2	-0.3	-2	5

Screens from PubChem BioAssay.
